Screening results deposited in PubChem by several laboratories.
PABP1 MLLE inh – blocks PAM2 peptide binding to the PABP1 MLLE domain; GST-MLLE / FITC-PAM2 fluorescence polarization; inhibition, % at 20 µM; actives 0.36% (n = 360,000); P11940; in the data active means inhibition above about 35%, passing the limit was not always enough;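 further: plate controls were DMSO wells with GST-MLLE for no effect and wells lacking GST-MLLE protein for full effect; some results filed as inactive read as strong as hits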
FAS TE block – blocks the thioesterase domain of human fatty acid synthase | P49327 | recombinant FAS-TE, OMFH fluorogenic substrate, fluorescence endpoint | inhibition, % at 15 µM | actives 0.67% (n = 360,000) | AID 602261;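 active means compounds whose normalised, plate-corrected inhibition of enzyme fluorescence in the single-dose primary screen is 50% or more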;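 further: 0% = DMSO with enzyme and 100% = substrate without enzyme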
Target sequence (P49327 whole entry, looked up, the tested form may be a part): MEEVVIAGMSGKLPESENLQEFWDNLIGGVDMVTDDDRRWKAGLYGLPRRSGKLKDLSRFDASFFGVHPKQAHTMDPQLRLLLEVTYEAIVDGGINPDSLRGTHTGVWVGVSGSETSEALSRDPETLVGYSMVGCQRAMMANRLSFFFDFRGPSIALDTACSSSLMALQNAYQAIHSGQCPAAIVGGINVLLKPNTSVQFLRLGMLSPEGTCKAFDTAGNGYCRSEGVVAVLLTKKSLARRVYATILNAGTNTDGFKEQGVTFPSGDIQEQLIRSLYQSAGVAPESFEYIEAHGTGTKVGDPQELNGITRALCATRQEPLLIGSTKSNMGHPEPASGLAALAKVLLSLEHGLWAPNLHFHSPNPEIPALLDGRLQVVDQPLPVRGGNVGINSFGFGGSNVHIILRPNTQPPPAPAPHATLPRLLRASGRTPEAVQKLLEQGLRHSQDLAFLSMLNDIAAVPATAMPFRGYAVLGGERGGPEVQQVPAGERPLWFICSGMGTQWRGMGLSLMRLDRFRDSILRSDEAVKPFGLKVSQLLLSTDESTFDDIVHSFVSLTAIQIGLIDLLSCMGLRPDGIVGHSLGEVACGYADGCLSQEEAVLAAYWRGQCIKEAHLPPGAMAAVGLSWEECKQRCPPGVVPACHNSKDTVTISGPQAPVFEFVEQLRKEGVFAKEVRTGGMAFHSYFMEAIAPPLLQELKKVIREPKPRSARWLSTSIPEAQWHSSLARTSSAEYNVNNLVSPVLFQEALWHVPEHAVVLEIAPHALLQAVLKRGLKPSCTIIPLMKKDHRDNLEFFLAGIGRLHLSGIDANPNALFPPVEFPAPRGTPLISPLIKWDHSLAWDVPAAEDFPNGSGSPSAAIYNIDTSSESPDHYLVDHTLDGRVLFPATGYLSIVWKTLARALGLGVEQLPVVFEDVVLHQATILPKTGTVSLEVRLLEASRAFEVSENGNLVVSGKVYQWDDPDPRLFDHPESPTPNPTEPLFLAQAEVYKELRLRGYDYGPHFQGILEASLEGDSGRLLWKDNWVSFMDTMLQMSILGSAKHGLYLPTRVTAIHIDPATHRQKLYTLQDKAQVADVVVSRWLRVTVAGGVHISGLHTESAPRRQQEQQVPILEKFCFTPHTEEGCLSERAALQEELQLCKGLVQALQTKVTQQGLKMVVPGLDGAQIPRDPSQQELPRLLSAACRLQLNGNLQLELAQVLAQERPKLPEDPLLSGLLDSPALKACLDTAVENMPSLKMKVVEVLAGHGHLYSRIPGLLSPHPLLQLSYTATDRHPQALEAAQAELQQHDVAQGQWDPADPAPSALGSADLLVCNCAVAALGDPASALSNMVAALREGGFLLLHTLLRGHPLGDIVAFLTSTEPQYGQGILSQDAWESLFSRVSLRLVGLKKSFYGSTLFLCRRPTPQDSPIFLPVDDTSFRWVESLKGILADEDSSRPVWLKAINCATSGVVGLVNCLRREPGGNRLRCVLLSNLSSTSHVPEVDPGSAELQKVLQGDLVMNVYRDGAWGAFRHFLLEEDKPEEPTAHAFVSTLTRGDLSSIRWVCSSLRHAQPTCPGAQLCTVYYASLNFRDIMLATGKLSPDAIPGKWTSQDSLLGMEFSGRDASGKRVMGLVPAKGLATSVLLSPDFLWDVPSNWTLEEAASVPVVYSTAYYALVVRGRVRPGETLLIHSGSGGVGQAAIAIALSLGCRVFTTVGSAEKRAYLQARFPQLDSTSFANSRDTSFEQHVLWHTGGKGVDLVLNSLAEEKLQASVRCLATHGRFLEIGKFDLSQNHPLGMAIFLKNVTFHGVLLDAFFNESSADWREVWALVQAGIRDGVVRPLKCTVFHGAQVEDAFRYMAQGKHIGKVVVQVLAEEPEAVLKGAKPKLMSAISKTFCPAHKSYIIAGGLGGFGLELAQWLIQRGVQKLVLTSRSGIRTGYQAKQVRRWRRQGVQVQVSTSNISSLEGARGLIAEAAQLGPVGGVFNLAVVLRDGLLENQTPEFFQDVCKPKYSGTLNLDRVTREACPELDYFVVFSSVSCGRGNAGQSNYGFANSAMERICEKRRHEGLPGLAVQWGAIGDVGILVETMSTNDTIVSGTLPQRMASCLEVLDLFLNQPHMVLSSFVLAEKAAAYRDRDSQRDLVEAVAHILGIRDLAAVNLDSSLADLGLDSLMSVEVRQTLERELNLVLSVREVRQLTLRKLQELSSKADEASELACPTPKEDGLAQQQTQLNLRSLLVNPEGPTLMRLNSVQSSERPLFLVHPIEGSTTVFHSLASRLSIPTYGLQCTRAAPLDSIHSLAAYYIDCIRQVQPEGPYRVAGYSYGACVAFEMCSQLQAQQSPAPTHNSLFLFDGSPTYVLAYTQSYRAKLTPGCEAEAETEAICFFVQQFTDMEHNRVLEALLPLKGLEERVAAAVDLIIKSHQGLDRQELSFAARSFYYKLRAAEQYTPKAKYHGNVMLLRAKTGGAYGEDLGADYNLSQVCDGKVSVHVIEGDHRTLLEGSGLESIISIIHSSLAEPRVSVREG
MT1-MMP act inh – MT1-MMP (human) activation inhibition; P50281; HT1080 RFP-PRO-GFP cells, GFP/RFP ratio fluorescence, overnight; percent of plate control window, DMSO zero; GFP/RFP ratio change, % at 20 µM; actives 0.061% (n = 360,000); AID 651647;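 active means GFP/RFP ratio change of at least 30% with cell ATP level not reduced by more than half and red fluorescence within 50% of control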; further: strong numbers were not always called active
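Assay system: HT1080 RFP-PRO-GFP cells | Dosing: 20 µM single dose, 1% DMSO | Incubation: Cells overnight before dosing, compound overnight, 37 °C, 5% CO2 | Evaluation: GFP/RFP fluorescence ratio | Control set: DMSO-only wells and HT1080 RFP-L50D-GFP cell wells as references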
MsrA act – activators of bovine methionine sulfoxide reductase A. purified bovine MsrA, absorbance read-out. activation, % at 10.6 µM. actives 0.3% (n = 360,000). AID 602163; in the data active means activation above about 7.5%;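 further: 0% = vehicle and 100% = reference activator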
Rpn11 block – inhibitors of human proteasome Rpn11; human 26S proteasome, Ub4-pepOG fluorescence polarization; 20S core pre-blocked with epoxomicin; calls only at 20 µM; actives 0.59% (n = 360,000);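 active means inhibition at 20 µM, scaled to each plate's controls, above about 33%, limit read from the data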
MsrA inh – inhibitors of bovine MsrA; purified bovine MsrA, absorbance read-out; inhibition, % at 15.5 µM; actives 0.75% (n = 360,000); AID 651718; in the data active means inhibition above about 4.5%;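 further: 0% = vehicle wells with enzyme and 100% = reference inhibitor wells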
Rin1-Abl PPI inh – inhibitors of human Rin1-Abl protein interaction. actives 0.4% (n = 360,000). TR-FRET Rin1/Abl binding, biochemical. inhibition, % at 7.35 µM; in the data active means inhibition above about 5%, passing the limit was not always enough
CSN deneddyl inh – inhibitors of human CSN-mediated cullin deneddylation; inhibition, % at 12.5 µM; Purified CSN, SCF-Nedd8-OG deneddylation, fluorescence polarization; actives 0.38% (n = 360,000); Q92905; AID 651999;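 active means pattern-corrected inhibition above about 35%, with an unprinted fluorescence ratio check between 0.5 and 1.5, limit read from the data, passing the limit was not always enough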;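 further: 0% = enzyme with substrate and 100% = substrate without enzyme; some results filed as inactive read as strong as hits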
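test system = HEK293T-derived human Csn5 enzyme | amount = 0.24 nM Csn5 enzyme, final concentration | medium = Tris/NaCl/DTT buffer, pH 7.5 | schedule = 90 min reaction at room temperature | signal = FP | evaluation = inhibition of Csn5 cleavage, % | compound dosing = single dose of 12.5 µM compound with 0.25% DMSO | probe or stimulus = 10 nM SCFSkp2-Nedd8OG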
eLon inh – inhibits E. coli Lon protease. actives 0.42% (n = 360,000). P0A9M0. inhibition, % at 7.94 µM. purified E. coli Lon protease, fluorescence polarization; in the data active means inhibition above about 13%, passing the limit was not always enough;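 further: 0% = enzyme with probe and DMSO and 100% = no enzyme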
An asterisk follows results filed as active; i = inactive; . = no result given; & = joins results of further samples. Only part of the results is shown, so the mix of outcomes need not match the whole.

SMILES	PABP1 MLLE inh	FAS TE block	MT1-MMP act inh	MsrA act	Rpn11 block	MsrA inh	Rin1-Abl PPI inh	CSN deneddyl inh	eLon inh
CCC1(C2=NCCN2)Cc2ccccc2O1 (centres undefined)	-9.2	1.2	2.2	-3.5	i	-0.7	-1.1	-0.1	2.6
COC(=O)C1=C(c2cccc(OC)c2OC)C[C@@H]2CC[C@H]1N2C(=O)NCC1CC1	-8.3	-9.9	3.5	-2.9	i	-0.2	2.7	5.1	2.8
COC(=O)C1=C(c2ccc(F)cc2OCc2ccccc2)C[C@@H]2CC[C@H]1N2C(=O)NCc1ccc2[nH]ccc2c1	-3.1	11.1	-4.2	-1.5	i	-0.2	4.6	2.8	-3.7
O=C(NC1CN2CCC1CC2)c1cccc(Cl)c1 (centres undefined)	5.5	-2.6	-3.7	-3.6	i	0.5	1.4	6.6	-3.1
N=C1C(c2ccccc2)=C(O)CN1Cc1ccco1	-9.4	-5.9	1.9	-3.7	i	-1.0	-1.3	-1.4	0.3
CN(C(=O)Oc1ccc(Cl)c2cccnc12)c1ccccc1	8.5	1.6	-6.0	0.7	i	-0.8	2.2	1.6	-1.7
CCCOC(=O)c1ccccc1C(=O)OCCC	5.6	-0.1	1.9	-3.0	i	1.3	1.1	-2.3	6.0
O=S(=O)(F)c1ccc2nc(-c3cccc(Sc4ccccc4)c3)cc(Cl)c2c1	1.4	38.4	1.8	0.7	i	-0.3	-2.6	3.9	-3.8
C=C(C)CSc1nnc([C@@H](N)Cc2c[nH]c3ccccc23)o1	-70.2	-4.0	0.4	0.6	i	0.1	0.8	5.3	3.4
CO[C@@H]1C=CC23c4cc5c(cc4CO[C@]2(O)CN(C)[C@H]3C1)OCO5 (some centres undefined)	-1.5	-9.8	1.7	-13.6	i	-0.3	7.6	-2.1	-0.5
FC(F)=C(F)CCSc1ncn[nH]1	17.9	-8.5	1.3	-6.1	i	-1.0	-1.5	-1.6	-4.7
CCC(c1nnnn1C1CCCCC1)N1CCC2(CC1)C(=O)NCN2c1ccccc1 (centres undefined)	-8.9	-4.4	1.4	-9.2	i	0.1	-2.6	-2.3	-1.7
Cn1c(O)c(/C=N/NC(=O)c2ccncc2)c(=O)[nH]c1=S	-54.1	2.2	10.2	-2.5	i	-0.7	-1.1	7.5	-6.8
Cn1cc(C=C(C#N)C#N)c2ccccc21	-63.3	62.8*	-7.1	-1.8	.	0.2	-3.6	36.3*	-37.0
COC(=O)C1=C(c2ccc3ccccc3c2)C[C@@H]2CC[C@H]1N2C(=O)NCc1ccco1	17.1	1.3	1.9	-1.9	i	-1.0	3.2	3.4	-0.6
CC(=O)OC1N=C(c2ccccc2)c2cc(Br)ccc2N(C)C1=O (centres undefined)	2.9	0.9	8.0	0.6	i	-0.3	1.3	-0.1	0.1
COC(=O)C1=C(c2ccc(OC(F)(F)F)cc2)C[C@@H]2CC[C@H]1N2C(=O)N1CCOCC1	-1.5	-7.2	14.8	-2.7	i	1.1	-1.6	1.0	-2.0
COC(=O)C(C)NC(=S)N1CC2C[C@@H](C1)Cn1c2cccc1=O (some centres undefined)	-2.5	0.1	0.9	-7.4	i	-1.7	0.2	3.9	12.2
CCCOc1ccccc1C1SCC(=O)Nc2c1c(=O)[nH]n2C(C)CCC (centres undefined)	5.5	-1.5	-14.4	-2.3	i	0.2	0.5	2.4	-2.0
COc1ccc(CNCCc2c[nH]c3ccccc23)c(OC)c1C	-9.4	-1.8	-2.5	-8.5	i	-0.2	1.6	3.7	-1.5
COc1ccc(NC(=S)N2Cc3ccccc3-n3nncc3C2)c(OC)c1	-84.1	-5.1	-3.6	-2.9	i	0.1	-0.6	7.3	-1.7
O=C(C1CC(c2ccc(F)cc2)=NO1)N1CCC2(CC1)OCCO2 (centres undefined)	0.8	-11.2	-0.1	-8.9	i	-0.5	4.8	0.9	-2.6
N/C(=N\[N+](=O)[O-])N1CCN(C(=O)OC2CCCC2)CC1	-2.7	-10.4	-0.5	-3.4	i	2.2	5.4	5.7	1.6
FC(F)(F)Oc1ccc(C2NCc3ccccc3-n3cccc32)cc1 (centres undefined)	-5.9	24.1	2.2	-1.6	i	-1.5	-2.1	-3.7	-3.3
Fc1ccc(CNC2CN3CCC2CC3)cc1 (centres undefined)	3.2	-6.7	-1.9	-2.1	i	0.3	-0.4	-3.5	-2.2
O=C1/C(=C\c2ccc(Cl)c(Cl)c2)N2CCC1CC2	2.1	9.7	-1.6	-4.6	i	0.8	-0.2	0.9	0.3
CC(=O)Nc1nnc(CCN(CCc2nnc(NC(C)=O)s2)[N+](=O)[O-])s1	-17.9	-3.4	4.9	-1.7	i	1.7	0.1	0.0	13.2
C[C@]12N[C@H](Cc3ccccc31)c1ccccc12	11.5&16.4	2.6&-5.8	0.0&1.5	-2.7&-3.0	i	2.6&-1.8	-2.3&2.6	-0.3&0.0	-6.3&-5.5
O=C(COc1ccccc1)N1CCN(C2CCCC2)CC1	-15.0	-4.5	0.6	2.5	i	-0.6	2.3	-1.4	0.7
Cn1c(O)c(/C=N/N2CCOCC2)c(=O)n(C)c1=S	0.4	-4.2	-4.3	-2.5	i	3.3	0.3	-1.7	7.8
CCC(C)N1Cc2ccccc2C1=N (centres undefined)	-13.3	-8.9	-10.0	-10.9	i	-0.9	-1.6	-1.7	7.3
CCOC(=O)CNC(=O)N1Cc2cc(-c3ccccc3)ccc2-n2nncc2C1	-2.4	-5.7	4.9	-2.9	i	-1.0	2.0	2.3	-2.4
CN(C)P(=O)(C(Cl)=C(N1CCCCC1)N1CCCCC1)N(C)C	-48.3	-8.6	2.5	-1.1	i	-0.2	-3.5	3.6	7.8
N#Cc1ccccc1NC(=O)CN1CC=C(c2ccccc2)CC1	13.4	-6.5	-1.9	-0.4	i	-1.0	-4.3	-2.9	0.2
C[C@]12CCC3C(CC[C@H]4C[C@@H](O)CC[C@]34C)C1CC[C@@]2(O)C(F)(F)F (some centres undefined)	7.2	-4.3	10.1	-1.9	i	-0.6	1.1	-0.5	-4.6
Cc1ccc(C2CN(C)CC2C(=O)c2ccc(F)cc2)cc1 (centres undefined)	-13.3	-7.6	-4.1	-4.7	i	1.9	-0.7	2.9	-5.5
CCC(=NCc1ccco1)c1c(O)[nH]c(=O)[nH]c1=O	-6.8	-2.9	0.7	1.2	i	0.1	-1.8	0.5	-0.1
Clc1cccc(CNCCc2c[nH]c3ccccc23)c1	1.8	-4.5	-1.4	-4.5	i	1.0	3.2	-1.1	3.6
COc1ccc(CC(=O)Nc2ccc3c(C(F)(F)F)cc(=O)oc3c2)cc1OC	3.5	-3.3	-2.8	-2.1	i	0.9	-7.6	4.4	-4.7
O=C1NC(=O)N(Cc2ccc(F)cc2)C(=O)/C1=C\c1ccc([N+](=O)[O-])s1	-36.5	2.0	-63.3	-1.8	i	0.3	3.1	35.4*	-157.6

Structural class: those above with a furan ring, fused or not (3)
SMILES	PABP1 MLLE inh	FAS TE block	MT1-MMP act inh	MsrA act	Rpn11 block	MsrA inh	Rin1-Abl PPI inh	CSN deneddyl inh	eLon inh
N=C1C(c2ccccc2)=C(O)CN1Cc1ccco1	-9.4	-5.9	1.9	-3.7	i	-1.0	-1.3	-1.4	0.3
COC(=O)C1=C(c2ccc3ccccc3c2)C[C@@H]2CC[C@H]1N2C(=O)NCc1ccco1	17.1	1.3	1.9	-1.9	i	-1.0	3.2	3.4	-0.6
CCC(=NCc1ccco1)c1c(O)[nH]c(=O)[nH]c1=O	-6.8	-2.9	0.7	1.2	i	0.1	-1.8	0.5	-0.1

Next section
SMILES	PABP1 MLLE inh	FAS TE block	MT1-MMP act inh	MsrA act	Rpn11 block	MsrA inh	Rin1-Abl PPI inh	CSN deneddyl inh	eLon inh
CN(C)C(=O)Oc1ccnc2cc(Cl)ccc12	3.9	-3.3	1.5	-2.0	i	-0.7	-3.2	2.8	-6.8
C[C@]12CC[C@H](O)C[C@H]1CC[C@@H]1[C@@H]2CC[C@]2(C)[C@@H](C3=CC(=O)OC3)CC[C@]12O	-5.4	-2.6	-34.1	0.3	i	-1.6	3.3	-3.7	-6.9
CNS(=O)(=O)c1ccc(N=Cc2c(O)n(-c3ccccc3)c(=O)[nH]c2=O)cc1	-9.2	-8.8	-9.4	-13.6	i	3.1	-1.8	6.8	-35.2
C[C@]12CC[C@@H](O)CC1=CCC1C2CC[C@@]2(C)C1C[C@@H](F)[C@H]2O (some centres undefined)	4.4	-5.3	-1.6	-1.3	i	-0.2	2.6	7.4	-6.8
c1ccc(-c2ccc(CN3Cc4ccccc4-n4nncc4C3)cc2)cc1	2.3	17.4	-2.4	-3.2	i	-0.2	0.3	3.6	-1.8
CCC1(CC)C(=O)NC(=NCCc2c[nH]c3ccccc23)NC1=O	22.6	-9.1	0.9	-4.2	i	-0.1	-0.5	0.1	-3.2
Cc1ccc(-c2nn(CCC#N)cc2C(=O)O)cc1C	0.4	-6.8	3.7	-2.6	i	-0.1	0.9	5.8	9.0
Cc1nc2ccccc2c(=O)n1-c1ccccc1[N+](=O)[O-]	6.9	-9.3	-2.3	-3.1	i	0.1	0.2	0.5	-4.0
COc1ccc(-n2nnnc2C(c2cccc3ccccc23)N2CCC3(CC2)C(=O)NCN3c2ccccc2)cc1 (centres undefined)	3.5	83.9*	-1.0	-3.9	i	-0.8	0.7	3.0	-7.4
CCC1(CC)C(=O)NC(=O)N(CCc2ccccn2)C1=O	11.8	-5.3	2.1	-3.2	i	-1.2	4.0	0.5	-14.8
CC[N+]1(C)CCCC(OC(=O)C(O)(c2ccccc2)c2ccccc2)C1 (centres undefined)	12.1	-4.9	0.6	-7.1	i	1.8	-3.5	-1.8	-0.6
CC1CCCCN1Cc1c[nH]c2ccccc12 (centres undefined)	4.1	-1.2	0.9	-3.4	i	-0.3	-0.7	0.8	0.2
COc1cc2[nH]c(=S)n(-c3ccccc3)c(=O)c2cc1OC	8.6	-3.9	-0.3	7.7	i	1.3	2.5	3.2	-5.6
CCOC(=O)C1=C(N)OC2=C(C(=O)CCC2)C12C(=O)N(C)c1ccccc12 (centres undefined)	-0.7	-6.6	3.1	0.0	i	-0.1	1.6	-4.3	-1.0
C[C@H](CO)N1C[C@H](C)[C@H](CN(C)C(=O)Oc2ccccc2)OCc2cnnn2CCCC1=O	-5.4	-7.0	7.7	0.1	i	-1.0	3.4	1.4	-4.6
OC(Cn1c2ccccc2c2ccccc21)C[n+]1cccc2ccccc21 (centres undefined)	-9.0	-3.7	-4.6	-7.2	i	1.2	-6.5	-2.1	-7.9
CC(C(=O)c1c[nH]c2ccccc12)N1CCc2ccccc2C1 (centres undefined)	-14.5	-12.0	-39.0	-1.1	i	-0.3	-3.6	19.9	-3.9
C=CCN1C(=O)NC(=O)C(Cc2ccc(OC)c(OC)c2)C1=O (centres undefined)	2.5	-5.1	3.9	-1.4	i	0.0	3.8	-1.0	-16.2
CC(=NCCO)c1c(O)n(C)c(=O)n(C)c1=O	-9.7	-5.3	4.5	-2.9	i	0.0	2.8	1.1	1.2
CCOC(=O)[C@]1(C#N)[C@@H]2C=CC(C(N)=O)=CN2[C@@H](C(N)=O)[C@@H]1c1ccc(F)cc1	1.6	23.1	.	-2.5	i	3.6	-1.9	-1.8	6.2
COc1ccc(-c2cc(=NCC(=O)O)c3ccccc3o2)cc1	7.4	-3.4	1.6	-2.1	i	.	-5.5	-5.3	4.6
CC(=O)OC1(c2ccc(C)cc2)CN2CCC1c1ccccc12 (centres undefined)	4.9	-4.9	4.1	2.4	i	-0.8	-3.5	-0.8	-3.7
